DAX1 inh-1 – DAX1 (NR0B1) inhibitors on StAR promoter, primary screen, cell-based, luminescence, SF-1 (NR5A1), full-length DAX-1 | HEK293T StAR-luciferase reporter, SF-1/DAX-1 repression relief | inhibition, % at 6.8 µM | hit rate 1.1% among 370,000 | AID 652010, 2013;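 active = inhibition above the mean over all tested compounds plus 3 SD, cut at about 3.6% in these data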;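 note: 0% = DAX-1 cells with DMSO and 100% = cells lacking DAX-1 with DMSO; higher inhibition means more luminescence from relief of DAX-1 repression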
DAX1 inh-2 – DAX1 (NR0B1) inhibitors, primary screen, cell-based, HEK293, Gal4-DAX1, luciferase luminescence. Nuclear receptor subfamily 0 group B member 1 (Homo sapiens), P51843. HEK293 Gal4-DAX1 luciferase reporter. inhibition, % at 6.75 µM. hit rate 0.99% among 340,000. AID 504766, 2011;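 active = inhibition above the mean over all tested compounds plus 3 SD, cut at about 4.2% in these data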;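 note: 0% = DAX1-transfected cells with DMSO and 100% = empty-vector control cells with DMSO; inhibition shows as a rise in luminescence from relieved DAX1 repression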
Target sequence (P51843 207-470 limits assumed): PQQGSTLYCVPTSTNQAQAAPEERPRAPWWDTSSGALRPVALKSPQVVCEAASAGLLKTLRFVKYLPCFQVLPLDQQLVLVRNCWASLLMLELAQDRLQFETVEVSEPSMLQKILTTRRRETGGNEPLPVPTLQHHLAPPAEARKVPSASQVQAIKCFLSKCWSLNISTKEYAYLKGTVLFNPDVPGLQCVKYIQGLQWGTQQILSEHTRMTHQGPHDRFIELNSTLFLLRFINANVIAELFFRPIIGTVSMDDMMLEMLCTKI
ssDAF-12 act – S. stercoralis DAF-12 nuclear receptor activators, primary screen, cell-based, luminescence, HEK293, GRIP1 co-expression, lit1-tk-luc. hit rate 1% among 370,000. HEK293 ssDAF-12/GRIP1 lit1-tk-luc reporter; % of 3 µM dafachronic acid response. activation, % at 6.8 µM. Nuclear hormone receptor DAF-12 (Strongyloides stercoralis);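 active = activation above the mean over all tested compounds plus 3 SD, cut at about 0.9% in these data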;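 note: 0% = DMSO-only wells and 100% = 3 µM delta7-dafachronic acid wells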
ADAM10 inh – human ADAM10 inhibitors, primary screen, biochemical, QFRET, HTS; Disintegrin and metalloproteinase domain-containing protein 10 (Homo sapiens), O14672; AID 720582, 2013; inhibition, % at 7 µM; recombinant ADAM10, EDANS/DABCYL FRET peptide cleavage, 3 h; hit rate 0.62% among 370,000;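 active = inhibition above a per-campaign cutoff equal to the mean of compounds falling between control-based bounds plus 3 SD, cut at about 20% in these data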;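 note: 0% = DMSO wells while the 100% control is not disclosed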
Target sequence (O14672 214-748 limits assumed): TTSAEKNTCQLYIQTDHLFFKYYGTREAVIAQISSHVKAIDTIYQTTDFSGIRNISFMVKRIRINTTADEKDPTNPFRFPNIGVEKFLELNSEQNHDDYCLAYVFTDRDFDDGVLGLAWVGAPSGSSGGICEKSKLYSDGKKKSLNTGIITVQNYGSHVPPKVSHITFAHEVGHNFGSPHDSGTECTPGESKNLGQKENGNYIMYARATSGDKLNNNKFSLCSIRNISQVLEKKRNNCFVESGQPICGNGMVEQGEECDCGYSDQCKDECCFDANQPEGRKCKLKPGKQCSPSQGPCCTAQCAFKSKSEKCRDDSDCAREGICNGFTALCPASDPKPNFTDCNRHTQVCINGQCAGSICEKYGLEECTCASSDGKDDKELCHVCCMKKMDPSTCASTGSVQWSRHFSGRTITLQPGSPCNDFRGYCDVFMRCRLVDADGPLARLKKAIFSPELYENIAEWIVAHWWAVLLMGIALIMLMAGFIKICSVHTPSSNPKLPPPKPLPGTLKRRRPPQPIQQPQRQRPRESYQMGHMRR
NPR1 activator – GC-A stimulated cGMP production enhancers – HEK293 GC-A cells, cGMP TR-FRET, EC30 ANP, primary screen; Atrial natriuretic peptide receptor 1 (Homo sapiens), P16066; 0% at EC30 ANP, 100% saturating ANP; activation, % at 10 µM; hit rate 0.14% among 370,000; in the data active = activation above about 40%
ADAM17 inh – ADAM17 inhibitors, primary screen, biochemical, QFRET; recombinant ADAM17, EDANS/DABCYL FRET peptide cleavage; AID 720648, 2013; Disintegrin and metalloproteinase domain-containing protein 17 (Homo sapiens), P78536; inhibition, % at 6.95 µM; hit rate 0.83% among 370,000;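 active = inhibition above the mean of compounds lying between control limits plus 3 SD, set per campaign, cut at about 8.5% in these data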;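 note: 0% = DMSO-only wells as the low control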
hgDAF-12 ag – H. glycines DAF-12 receptor agonists, primary screen, cell-based, luminescence, HEK293, GAL4 fusion, UAS-luciferase | Nuclear hormone receptor DAF-12 (Heterodera glycines), GAL4 fusion | HEK293 GAL4-hgDAF12 UAS-luciferase reporter, agonist luminescence; normalized to butyrate control | activation, % at 6.8 µM | hit rate 1.8% among 370,000;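 active = activation above a cutoff set at the mean of all screened compounds plus 3 SD, cut at about 10% in these data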;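 note: 0% = DMSO wells and 100% = sodium butyrate wells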
SMARCA2 activ – SMARCA2 (BRM) function activators, primary screen, cell-based, luminescence, high throughput; MG213 cells, MMTV-luciferase reporter, dexamethasone, overnight; activation, % at 9.1 µM; hit rate 1% among 370,000; AID 652017, 2013; in the data active = activation above about 7.8%;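 note: 0% = vehicle wells and 100% = reference activator wells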
PG9 Ab binder – binders of HIV-1 gp120 antibody PG9, primary screen, biochemical, TR-FRET. HIV-1 gp120 / PG9 antibody interaction. hit rate 0.43% among 360,000. inhibition, % at 6.7 µM. AID 624416, 2012. TR-FRET gp120-PG9 antibody binding; in the data active = inhibition above about 8.5%
GAA850 FXN act – FXN promoter activators, primary screen, cell-based, luciferase luminescence, HEK293 lucGAA850; HEK293 lucGAA850 FXN promoter luciferase reporter, 24 h; percent of 10 µM SAHA response; activation, % at 6 µM; hit rate 0.56% among 360,000; AID 540364, 2011;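 active = activation above the average of all compounds screened plus 3 SD, cutoff fixed separately per campaign, cut at about 7.5% in these data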;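 note: 0% = DMSO wells and 100% = 10 µM SAHA wells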
hcDAF12 agonist – H. contortus DAF-12 nuclear receptor activators, primary screen, cell-based, luminescence, HEK293, lit1-tk-luc reporter. HEK293 hcDAF-12 lit1-tk-luc reporter; 0% DMSO, 100% Δ7-dafachronic acid. activation, % at 6.8 µM. hit rate 1.4% among 370,000;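 active = activation above the mean of all tested compounds plus 3 SD, cut at about 5.5% in these data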;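 note: 100% = response to 3 µM Δ7-dafachronic acid high control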
Numbers without * were called inactive; i = inactive; . = no result given.

item	Molecule	DAX1 inh-1	DAX1 inh-2	ssDAF-12 act	ADAM10 inh	NPR1 activator	ADAM17 inh	hgDAF-12 ag	SMARCA2 activ	PG9 Ab binder	GAA850 FXN act	hcDAF12 agonist
1	CCC1CCCCN1CCCNC(=O)c1ccc2nc(N3CCC(C)CC3)sc2c1 (centres undefined)	1.9	-0.7	0.1	-10	4	-3	8.0	8	-1.3	2.3	3.9
2	COc1ccc(OCCC(=O)Nc2cc3c(cc2C(=O)O)OCCCO3)cc1	-0.4	-0.4	-1.8	-8	0	-3	-3.1	-3	-0.1	-0.8	-1.5
3	COc1ccc(-c2cc3ncnc(Cl)c3s2)cc1	1.0	0.7	0.0	i	-5	i	11*	6	4.4	3.1	4.1
4	Cc1ccccc1NS(=O)(=O)c1ccc(C)c(C(=O)N2CCOCC2)c1	-0.1	1.0	-0.8	-10	1	-8	-2.9	-1	-1.2	2.2	0.2
5	CC(C)OCCCNC(=S)NNC(=O)c1ccc(Cl)c(Cl)c1	0.5	-1.3	-0.8	4	1	1	11*	4	-0.9	1.0	-0.2
6	OC(COCc1ccc(Cl)cc1)CN1CCN(CC(O)COCc2ccc(Cl)cc2)CC1 (centres undefined)	-2.2	-3.8	-2.2	4	-6	-1	-5.8	-5	0.7	-4.9	-4.0
7	COc1cc(/C=C/C(=O)OCC(=O)c2c[nH]c3ccccc23)ccc1OC(F)F	-0.7	0.4	-0.4	13	3	9.4*	1.0	-3	0.4	2.9	0.7
8	CC(=O)NC(CC(=O)O)c1ccc([N+](=O)[O-])cc1 (centres undefined)	-0.3	-0.2	-0.8	3	1	-1	-3.9	5	0.0	3.0	-1.4
9	COc1ccc(S(=O)(=O)Nc2ccc3c(c2)C(=O)N([C@@H](C)CO)C[C@@H](C)[C@H](CN(C)C(=O)CCCN(C)C)OCCCC[C@H](C)O3)cc1	-0.8	0.4	-0.3	-1	3	-1	4.2	-2	0.2	0.7	0.5
10	COc1ccc(-c2nc(CSCC(=O)N3CCN(C4CCCCC4)CC3)c(C)o2)cc1OC	-0.5	0.3	-1.0	-9	-1	-1	0.8	0	-2.2	-0.6	-1.4
11	COC(=O)c1c(C)oc2ccc(OC(=O)c3cccs3)cc12	0.3	-0.2	-0.8	18	1	4	3.4	0	-2.0	-2.0	-1.2
12	COc1cccc(N(C(=O)c2csnn2)C(C(=O)NC2CCCC2)c2ccccc2)c1 (centres undefined)	0.3	-1.2	-0.4	-3	-12	-1	-2.4	-2	-1.4	1.1	-1.8
13	Cc1ccc(-c2nnc(SCC(=O)Nc3ccc4c(c3)oc3ccccc34)n2C)c(Cl)c1	-0.1	0.6	-1.1	2	-5	1	2.3	2	0.1	0.8	-1.1
14	Cc1cc(C(=O)N(C)CC2CCCN(CCc3ccc(F)cc3)C2)c(C)o1 (centres undefined)	-0.6	1.0	-0.9	-3	0	3	0.1	3	-1.5	-1.0	-1.8
15	CC(=O)NC1=CC(=C[N+](=O)[O-])C=C1O	1.3	1.9	-1.4	-6	-3	-4	1.2	-7	1.0	2.5	-0.5
16	O=C(O)c1c2c(nc3ccccc13)-c1ccccc1CC2	-0.4	3.9	0.0	-50	-1	-14	2.8	1	-0.5	-0.1	0.0
17	CN1CCN(C(=O)c2cc3c(c(-c4cccc(Br)c4)n2)[C@H](CCO)N(S(=O)C(C)(C)C)C3)CC1 (some centres undefined)	0.9	.	-1.0	-7	-3	-2	2.8	1	-1.0	.	-0.4
18	O=C(Nc1ccccc1O)c1cccc(S(=O)(=O)Nc2ccccc2O)c1	-0.2	-1.0	-1.6	5	4	0	-0.9	0	-0.6	-0.1	-1.0
19	COc1ccc(Cl)cc1NS(=O)(=O)c1cn(C)nc1C	-0.8	0.2	-0.9	0	5	2	-0.7	-1	-0.8	1.0	0.0
20	COc1ccc(N=C2SC(CC(=O)Nc3ccccc3)C(=O)N2Cc2ccco2)cc1 (centres undefined)	-1.2	-0.9	-1.2	28*	-6	9.3*	-2.0	-4	0.2	-3.0	-3.7
21	CC(=O)Nc1ccc(CN2C(=O)C(Cc3ccccc3)ON=C2c2ncccc2C)cc1 (centres undefined)	0.5	.	-1.5	12	-6	-1	3.0	-1	-1.1	0.2	-1.3
22	O=C(O)C1C2C=CC(C2)C1C(=O)Nc1ccccc1Br (centres undefined)	0.3	1.9	-0.9	3	-2	-3	0.3	0	1.1	-1.1	0.7
23	CN(C)CCNc1ncnc2c1ncn2[C@H]1CN(Cc2ccccc2)C[C@@H](CO)O1	1.6	.	-1.0	-16	2	-3	-2.5	-5	2.7	-2.0	-0.6
24	CCOC(=O)C1=C(C)NC(C)=C(C(=O)OCC)C1c1ccncc1	2.9	0.6	-1.2	-498	-6	-137	-2.5	-9	-4.4	-0.6	-0.9
25	O=C(Nc1ccccc1)C1CCCN1S(=O)(=O)c1ccc(Br)cc1 (centres undefined)	-0.5	-0.3	-0.7	-2	-1	-7	0.9	0	-1.6	1.8	0.6
26	COC(=O)[C@@H]1C[C@@]2(O)[C@H](O)[C@H](O)[C@H](O)C[C@H]2N1Cc1ccc(C)s1	0.4	0.9	-1.3	-8	3	-7	-1.4	0	0.9	-1.1	-1.4
27	Cc1ccc(CNCCC2=CCCCC2)cc1	1.7	0.1	-1.5	10	-25	2	2.6	3	-1.3	-2.4	-1.5
28	COc1ccc(C)cc1N1CC(C(=O)OCc2nc(N)nc(Nc3ccccc3C)n2)CC1=O (centres undefined)	0.2	-1.2	-1.0	-1	-5	-1	3.7	-1	0.1	-2.7	-1.1
29	NC(=O)CC(NC(=O)Cc1ccc(Br)cc1)c1ccc(N2CCCCCCC2)c([N+](=O)[O-])c1 (centres undefined)	1.0	-0.1	-1.3	-7	1	-6	-2.0	-2	-0.3	2.6	-0.8
30	COCCCNS(=O)(=O)c1ccc(SC)cc1	-0.1	1.3	-0.9	1	2	-5	-0.6	-1	0.8	2.1	-1.2
31	S=C(NCC1CCCO1)NC1CC1 (centres undefined)	-0.4	0.2	-0.5	-7	1	0	-1.4	-1	-0.8	1.3	-0.8
32	COc1ccc(CC(=O)Nc2ccc(-c3cn4ccc(C)cc4n3)cc2)cc1	-1.2	-1.5	-2.0	-153	-1	-64	0.9	2	3.0	0.2	-2.4
33	O=C(Nc1ccc2c(c1)OCCO2)C1CCCN1S(=O)(=O)c1cccc2cccnc12 (centres undefined)	-0.1	1.1	-1.0	-2	0	0	-1.3	0	-2.4	0.3	0.9
34	CC(C)(C)c1cc(C(=O)NN)n(Cc2ccc(Cl)cc2Cl)n1	-0.3	-1.2	-1.6	8	-4	1	0.9	-3	-0.9	0.5	-1.1
35	CC(CNC(=O)c1cc(COc2c(F)cccc2F)on1)c1ccccc1 (centres undefined)	-1.2	-0.1	-0.8	3	5	3	-0.7	-2	-1.0	1.4	-0.3
36	COC(=O)c1ccc(N2C(=O)CC(SCCN)C2=O)cc1 (centres undefined)	1.0	0.8	-0.8	-12	-2	-9	4.7	0	1.5	4.3	1.8
37	Cc1ccc(-n2ncc3c(Nc4cccc(C(=O)O)c4)ncnc32)cc1	2.4	-1.5	0.1	3	-3	4	7.8	-3	0.1	1.5	2.4
38	O=C(CN(c1ccc(F)cc1)S(=O)(=O)c1ccccc1)NC1CC2CCC1C2 (centres undefined)	0.0	-0.1	-1.6	5	-4	-2	2.2	2	-3.0	1.5	1.0
39	O=P(Cc1cc[n+]([O-])cc1)(c1ccccc1)c1ccccc1	0.6	-0.5	-0.9	6	-1	2	0.5	-1	0.5	0.3	-0.3
40	COc1ccc2c(C(=O)NCCCCO)c(-c3ccc(S(C)(=O)=O)cc3)sc2c1	0.4	-1.0	-1.2	i	2	i	0.7	1	1.7	0.5	-0.2

An excerpt of these results, with two lines to a compound.
Order of values – DAX1 inh-1, DAX1 inh-2, ssDAF-12 act, ADAM10 inh, NPR1 activator, ADAM17 inh, hgDAF-12 ag, SMARCA2 activ, PG9 Ab binder, GAA850 FXN act, hcDAF12 agonist
16: O=C(O)c1c2c(nc3ccccc13)-c1ccccc1CC2
 : -0.4, 3.9, 0.0, -50, -1, -14, 2.8, 1, -0.5, -0.1, 0.0
34: CC(C)(C)c1cc(C(=O)NN)n(Cc2ccc(Cl)cc2Cl)n1
 : -0.3, -1.2, -1.6, 8, -4, 1, 0.9, -3, -0.9, 0.5, -1.1

Continued:
item	Molecule	DAX1 inh-1	DAX1 inh-2	ssDAF-12 act	ADAM10 inh	NPR1 activator	ADAM17 inh	hgDAF-12 ag	SMARCA2 activ	PG9 Ab binder	GAA850 FXN act	hcDAF12 agonist
41	CCOC(=O)C1CC(CN2C(=O)c3ccccc3C2=O)OC1=O (centres undefined)	-0.4	1.1	-1.1	-8	-1	-5	-0.1	0	1.6	1.6	0.3
42	Nc1ncc(-c2ccccc2)c(-c2ccc(O)cc2O)n1	0.1	-1.6	-1.2	7	46*	-6	-3.7	-3	-1.4	4.2	-1.2
43	COc1ccc(N(CC(=O)NCCSc2ccccn2)S(=O)(=O)c2ccccc2)c(OC)c1	-0.4	-0.6	-1.2	1	-11	2	0.7	0	-0.5	-2.5	-2.6
44	CCCCNC(=O)C1COc2ccccc2O1 (centres undefined)	0.1	0.2	-1.2	-2	0	-3	1.8	1	1.5	1.8	2.6
45	Cc1noc(C)c1NC(=O)Nc1cccc2c1O[C@H](CN(C)S(=O)(=O)c1cn(C)cn1)[C@@H](C)CN([C@H](C)CO)C2=O	0.9	-1.9	-1.2	-12	0	-5	4.1	-3	0.3	-2.3	-0.3
46	CC(C)(C)C(=O)N1CCN(c2ncnc3scc(-c4ccccc4)c23)CC1	-0.5	-0.5	-1.1	1	2	-5	-2.5	-3	0.1	-0.6	-3.1
47	CC1CC(C)CN(S(=O)(=O)c2ccc(F)c(C(=O)NC3CCCCC3C)c2)C1 (centres undefined)	-0.2	1.0	-1.3	-3	0	0	-0.5	0	-0.5	-0.6	-0.8
48	CCc1nc(CN2CCCC(C(=O)c3ccc4c5c(cccc35)CC4)C2)c(C)[nH]1 (centres undefined)	-1.4	-2.3	-2.4	-467	1	-140	-2.8	-4	-2.9	-1.0	-2.1
49	CCCCN1C(Nc2ccccc2)=NC[C@@H]1Cc1ccccc1	-0.8	1.2	-1.3	10	-4	2	1.7	1	-1.0	-2.2	0.6
50	CC(=O)c1ccc(Oc2ncnc3sccc23)cc1	2.9	2.7	-0.6	-8	-1	-2	11*	5	0.7	3.3	1.7
